TSG101-PTAP inh: blocks PTAP/TSG101 interaction to inhibit HIV-1 budding. Q99816. Fluorescence polarization, FITC-PTAP peptide / Tsg101 binding. Potency, µM (titrated, usually from 115 µM), for the others: at the top dose activity change, negative = inhibition, usual class: inhibitors. 340,000 tested, under 10 active. AID 493005; active means well fitted inhibition curve with a large enough effect in the main read-out, with a control signal flat, not every such curve was filed as active; inconclusive means small, poorly fitted or top-dose-only effect, or effect the other way, or a change in a side signal; inactive means no such curve, though single readings can be large or run the other way; further: potency means the concentration at half of the fitted maximal effect; % of control where 0% means no effect
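Compounds were pin-transferred onto Tsg101 binding domain (10 uM final) in HEPES pH 7.5 buffer, then FITC-PTAP peptide was added at 50 nM final. After 20 min at RT, polarization reported peptide displacement across a qHTS concentration series.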
MBNL1 CUG block: blocks human MBNL1 binding to CUG repeat RNA; TR-FRET MBNL1-His/biotin-(CUG)12 binding, 665/545 ratio; AID 2675; Q9NR56; Potency, µM (highest dose often 57.5 µM), for inactives: at the highest dose activity change, negative = inhibition, actives largely listed as inhibitors; hit rate 0.036% among 280,000; active means well fitted inhibition curve with a large enough effect in the signal ratio, with a control signal flat, not every such curve was filed as active; inconclusive means small, poorly fitted or top-dose-only effect, or effect the other way, or a change in a side signal; inactive means no such curve, though single readings can be large or run the other way; the % refers to the signal ratio; further: potency means the concentration at half of the fitted maximal effect; on the % scale 0 is the no-effect control and ±100 the full control effect
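His-tagged MBNL1 binding to biotinylated (CUG)12 RNA was measured by TR-FRET using terbium anti-His antibody (0.055 ng/ul final) and streptavidin-XL665 (5 nM final). Compounds were titrated 92 nM to 58 uM; 60 min at room temperature.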
Mito fusion act: inhibitors of mitochondrial division or activators of mitochondrial fusion; AID 485298; S. cerevisiae fusion-defective mutant growth rescue, CellTiterGlo 48 h; Potency, µM (doses to about 46.1 µM), without a hit: top-dose growth rescue (activation), actives largely listed as activators; hit rate 0.23% among 320,000;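 further: potency means the concentration at half of the fitted maximal effect; % of control where 0% means no effect; nearly all actives have a fitted effect of over 45% in size; temperature-sensitive fusion mutants such as fzo1-1 at 37 °C on non-fermentable ethanol glycerol medium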
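Yeast fusion mutant, YPEG (non-fermentable carbon), compound, 48 h at 37C non-permissive; CellTiterGlo added, 10 min RT, luminescence read. Rescued growth = division inhibition.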
a7 integrin act: integrin-mediated muscular dystrophy alleviation activation; alpha7betagal myoblasts, beta-gal FDG fluorescence, 48 h; Potency, µM (titrated, usually from 38.3 µM), for the others: top-dose activation, actives largely listed as activators; hit rate 0.064% among 350,000; AID 624291;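 further: potency means the concentration at half of the fitted maximal effect; 100% = response of the positive control SU9516; nearly all actives have a fitted effect of over 60% in size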
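alpha7betagal+/- myoblasts (passage 13, 250/well) treated 48 h at 37C with compounds at 1:260 dilution of DMSO stock. Lysed, then beta-galactosidase activity read as FDG fluorescence (ex 480/em 540) after 30 min, with pre-read for autofluorescence.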
S-ASM inh: blocks human secretory acid sphingomyelinase | P17405 | placental ASM, HMU-PC fluorogenic substrate, 60 min | Potency, µM (top dose mostly 57.5 µM), for the others: at the top dose activity change, negative = inhibition, most hits filed as inhibitors | hit rate 0.006% among 340,000; further: potency means the concentration at half of the fitted maximal effect
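qHTS format. ASM enzyme prepared from human placenta hydrolyses the fluorogenic substrate HMU-PC0 (9 uM final) over 60 min at 37 °C after a 10 min compound preincubation.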
TCR activator: activates T cell receptor signaling. primary human leukocytes, anti-CD3, IL-2 HTRF, 48 h. Potency, µM (series often up to 9.22 µM), for inactives: top-dose activation of IL-2 secretion, most hits filed as activators. 330,000 tested, under 10 active. AID 504894; further: % of control where 0% means no effect
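IL-2 produced over 48 hr by a-CD3 bead-stimulated primary human leukocytes exposed to compounds was detected with a homogeneous time-resolved FRET immunoassay, 665nm acceptor signal after 320nm excitation.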
Menin MLL FP TR: inhibitors of human menin-MLL interaction, mutant MLL peptide. Potency, µM (highest dose often 61.6 µM), without a hit: at the top dose FP activity change, negative = inhibition, usual class: inhibitors. Menin + Texas Red MLL mutant peptide, fluorescence polarization. hit rate 0.23% among 270,000; active means well fitted inhibition curve with a large enough effect in the polarisation, with a control signal flat, not every such curve was filed as active; inconclusive means small, poorly fitted or top-dose-only effect, or effect the other way, or a change in a side signal; inactive means no such curve, though single readings can be large or run the other way; the % refers to the polarisation; further: potency means the concentration at half of the fitted maximal effect; % of control where 0% means no effect; many of its hits are not listed in these tables
A-T KAP1 phos: candidate therapy for ataxia-telangiectasia; Potency, µM (series often up to 57.5 µM), for inactives: top-dose activation, most hits filed as activators; hit rate 0.19% among 320,000; […] A-T fibroblasts, KAP-1 phosphorylation AlphaLISA; neocarzinostatin DNA damage 30 min before lysis; AID 485349; further: potency means the concentration at half of the fitted maximal effect; % of control where 0% means no effect; nearly all actives have a fitted effect of over 45% in size
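ATM-like activity read as KAP-1 phosphorylation via AlphaLISA donor/acceptor antibody pairs after lysis and 6 hr at 25C. Cells were ATM-null patient fibroblasts ([…], hTERT), dosed 60 min, then exposed to the DSB inducer NCS for 30 min.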
TSHR antagonist: human thyrotropin receptor antagonism; TSHR-expressing cells, TSH-stimulated cAMP HTRF, 2 h; stronger effect = lower value; activity change, negative = inhibition, % at 11.5 µM; hit rate 0.2% among 330,000;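 active means activity change below a set negative limit, meaning inhibition stronger than a set level, cut at about -70% in these data; inconclusive means activity change between two set negative limits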; further: on the % scale 0 is the no-effect control and ±100 the full control effect
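Cell-based HTRF cAMP assay; TSHR cells + compound, TSH EC80 (4nM final), 2 h, 37 deg C. Lysis with anti-cAMP cryptate and cAMP-d2, 30 min RT, read 665/620 nm.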
CXXC DNA block: MLL CXXC-DNA interaction inhibition | AID 2662 | hit rate 0.037% among 290,000 | MLL-CXXC / FITC-HOXA9 DNA fluorescence polarization | Potency, µM (highest dose often 115 µM), for the others: top-dose activity change, negative = inhibition, most hits filed as inhibitors | Q03164; active means well fitted inhibition curve with a large enough effect in the polarisation, with a control signal flat, not every such curve was filed as active; inconclusive means small, poorly fitted or top-dose-only effect, or effect the other way, or a change in a side signal; inactive means no such curve, though single readings can be large or run the other way; the % refers to the polarisation; further: potency means the concentration at half of the fitted maximal effect
Target sequence (Q03164 whole entry, looked up): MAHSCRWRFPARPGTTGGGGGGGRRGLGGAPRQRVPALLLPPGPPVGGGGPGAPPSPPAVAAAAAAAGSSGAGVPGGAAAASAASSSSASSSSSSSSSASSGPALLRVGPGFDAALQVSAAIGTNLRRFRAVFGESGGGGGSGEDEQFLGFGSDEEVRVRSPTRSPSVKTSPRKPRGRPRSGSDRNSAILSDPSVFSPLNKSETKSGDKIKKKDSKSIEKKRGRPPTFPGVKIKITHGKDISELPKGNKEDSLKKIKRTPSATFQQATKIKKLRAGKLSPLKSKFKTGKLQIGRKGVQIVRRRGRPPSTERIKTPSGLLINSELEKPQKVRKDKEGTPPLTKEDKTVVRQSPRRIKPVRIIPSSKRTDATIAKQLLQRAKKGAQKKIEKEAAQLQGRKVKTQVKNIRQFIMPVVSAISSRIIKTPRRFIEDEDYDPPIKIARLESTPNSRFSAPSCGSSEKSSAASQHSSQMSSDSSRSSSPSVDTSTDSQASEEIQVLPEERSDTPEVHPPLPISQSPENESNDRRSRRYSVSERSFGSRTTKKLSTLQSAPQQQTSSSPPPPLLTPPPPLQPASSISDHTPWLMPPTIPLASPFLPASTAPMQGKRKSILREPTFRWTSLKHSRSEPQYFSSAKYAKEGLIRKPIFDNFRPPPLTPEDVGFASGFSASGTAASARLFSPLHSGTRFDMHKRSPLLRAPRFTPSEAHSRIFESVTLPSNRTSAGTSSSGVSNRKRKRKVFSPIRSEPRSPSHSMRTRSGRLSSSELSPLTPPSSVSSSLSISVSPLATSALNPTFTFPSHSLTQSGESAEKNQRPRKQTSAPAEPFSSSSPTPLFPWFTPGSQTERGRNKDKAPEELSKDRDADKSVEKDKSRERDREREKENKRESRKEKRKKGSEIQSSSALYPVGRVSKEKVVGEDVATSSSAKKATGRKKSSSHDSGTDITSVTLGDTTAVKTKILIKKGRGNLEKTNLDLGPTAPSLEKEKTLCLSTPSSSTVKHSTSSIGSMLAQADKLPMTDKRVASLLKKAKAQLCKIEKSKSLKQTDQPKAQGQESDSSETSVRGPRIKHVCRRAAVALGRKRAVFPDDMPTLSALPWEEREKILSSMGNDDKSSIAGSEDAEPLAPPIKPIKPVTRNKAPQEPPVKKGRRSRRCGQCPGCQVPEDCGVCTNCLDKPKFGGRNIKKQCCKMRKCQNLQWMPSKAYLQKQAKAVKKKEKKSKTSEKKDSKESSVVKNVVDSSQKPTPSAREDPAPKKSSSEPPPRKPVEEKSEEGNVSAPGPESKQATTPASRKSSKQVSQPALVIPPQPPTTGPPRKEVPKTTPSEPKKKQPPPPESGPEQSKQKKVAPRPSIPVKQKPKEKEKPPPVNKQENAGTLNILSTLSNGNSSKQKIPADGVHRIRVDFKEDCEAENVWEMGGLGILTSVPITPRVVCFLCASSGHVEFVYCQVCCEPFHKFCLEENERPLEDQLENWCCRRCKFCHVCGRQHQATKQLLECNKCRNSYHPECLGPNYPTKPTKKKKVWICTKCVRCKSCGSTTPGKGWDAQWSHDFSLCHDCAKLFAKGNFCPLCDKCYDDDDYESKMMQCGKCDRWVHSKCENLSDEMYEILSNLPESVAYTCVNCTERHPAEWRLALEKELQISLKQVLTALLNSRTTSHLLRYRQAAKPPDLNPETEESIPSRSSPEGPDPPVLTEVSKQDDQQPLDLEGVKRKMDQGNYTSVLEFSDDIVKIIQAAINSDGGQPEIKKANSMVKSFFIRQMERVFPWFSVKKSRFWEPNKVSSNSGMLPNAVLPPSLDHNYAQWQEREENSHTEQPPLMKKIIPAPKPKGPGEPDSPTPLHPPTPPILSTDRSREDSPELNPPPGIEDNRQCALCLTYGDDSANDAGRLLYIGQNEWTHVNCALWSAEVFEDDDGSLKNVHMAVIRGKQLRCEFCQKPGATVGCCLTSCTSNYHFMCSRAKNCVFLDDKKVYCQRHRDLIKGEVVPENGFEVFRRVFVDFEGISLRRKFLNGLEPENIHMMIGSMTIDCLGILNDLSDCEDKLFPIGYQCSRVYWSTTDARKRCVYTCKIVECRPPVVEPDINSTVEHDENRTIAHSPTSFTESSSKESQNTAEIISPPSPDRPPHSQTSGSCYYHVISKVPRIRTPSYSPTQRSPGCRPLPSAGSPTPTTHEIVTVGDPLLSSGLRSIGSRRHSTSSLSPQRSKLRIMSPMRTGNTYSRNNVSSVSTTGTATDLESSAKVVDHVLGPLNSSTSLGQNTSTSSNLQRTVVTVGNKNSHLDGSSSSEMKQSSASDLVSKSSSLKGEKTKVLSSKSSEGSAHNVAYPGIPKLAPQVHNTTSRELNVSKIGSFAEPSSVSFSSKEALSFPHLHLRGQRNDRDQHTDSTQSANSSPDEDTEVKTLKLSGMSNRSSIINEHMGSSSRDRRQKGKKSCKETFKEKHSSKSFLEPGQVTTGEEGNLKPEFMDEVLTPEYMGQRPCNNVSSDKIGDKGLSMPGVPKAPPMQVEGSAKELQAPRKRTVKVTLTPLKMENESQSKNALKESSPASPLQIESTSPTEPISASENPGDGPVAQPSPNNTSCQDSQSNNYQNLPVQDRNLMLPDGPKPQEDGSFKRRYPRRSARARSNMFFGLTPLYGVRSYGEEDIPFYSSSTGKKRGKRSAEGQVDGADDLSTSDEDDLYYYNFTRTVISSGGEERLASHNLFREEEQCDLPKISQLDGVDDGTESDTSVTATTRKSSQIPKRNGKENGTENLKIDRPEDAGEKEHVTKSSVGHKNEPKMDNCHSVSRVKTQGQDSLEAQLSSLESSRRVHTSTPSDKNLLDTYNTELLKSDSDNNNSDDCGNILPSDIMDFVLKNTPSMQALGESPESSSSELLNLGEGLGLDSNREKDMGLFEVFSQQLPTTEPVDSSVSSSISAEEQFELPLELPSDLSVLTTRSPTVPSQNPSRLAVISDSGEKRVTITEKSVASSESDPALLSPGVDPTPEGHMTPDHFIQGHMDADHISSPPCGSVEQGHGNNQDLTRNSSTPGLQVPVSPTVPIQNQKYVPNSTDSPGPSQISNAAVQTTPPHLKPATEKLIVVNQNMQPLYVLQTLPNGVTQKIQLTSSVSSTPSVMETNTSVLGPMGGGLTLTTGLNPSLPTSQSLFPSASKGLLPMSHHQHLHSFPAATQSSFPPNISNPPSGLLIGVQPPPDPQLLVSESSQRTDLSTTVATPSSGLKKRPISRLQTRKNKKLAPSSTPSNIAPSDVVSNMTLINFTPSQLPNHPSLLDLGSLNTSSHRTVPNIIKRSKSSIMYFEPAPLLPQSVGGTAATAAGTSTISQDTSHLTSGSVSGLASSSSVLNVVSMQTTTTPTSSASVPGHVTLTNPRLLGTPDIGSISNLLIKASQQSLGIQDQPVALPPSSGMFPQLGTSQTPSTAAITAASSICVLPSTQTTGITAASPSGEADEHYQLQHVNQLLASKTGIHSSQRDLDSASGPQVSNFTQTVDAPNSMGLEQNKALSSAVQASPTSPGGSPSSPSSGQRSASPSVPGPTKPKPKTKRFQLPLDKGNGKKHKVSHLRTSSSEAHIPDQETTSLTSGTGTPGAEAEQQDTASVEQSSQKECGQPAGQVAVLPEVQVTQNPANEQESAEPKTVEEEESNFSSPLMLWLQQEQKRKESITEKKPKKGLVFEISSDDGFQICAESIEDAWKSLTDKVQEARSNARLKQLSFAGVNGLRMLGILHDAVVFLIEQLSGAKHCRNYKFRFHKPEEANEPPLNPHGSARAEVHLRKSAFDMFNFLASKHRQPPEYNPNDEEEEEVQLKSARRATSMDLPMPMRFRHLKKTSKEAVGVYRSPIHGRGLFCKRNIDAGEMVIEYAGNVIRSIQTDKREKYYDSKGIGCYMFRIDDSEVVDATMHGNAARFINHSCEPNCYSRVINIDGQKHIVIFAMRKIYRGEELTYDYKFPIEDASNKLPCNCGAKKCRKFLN
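Fluorescence polarization: 7 uM MLL-CXXC (stock) preincubated 5 min with compounds, then 50 nM fluorescein-HOX-A9 DNA (stock) added; 30 min ambient. Buffer 50 mM Tris-HCl pH 7.5, 50 mM NaCl, 1 mM DTT, 0.05% BSA.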
* hit, by the source's call; u = inconclusive; x = not tested or not shown; [ ] = remark or other dose. Unless noted, the call rests on the fitted dose curve; in most records, active means well fitted curve in the direction sought with a large enough effect; inconclusive means small, poorly fitted or top-dose-only effect, or another doubt; inactive means no such curve, though single readings can be large; an effect the other way counts as inactive or inconclusive. Not all compounds are listed; rates above refer to the full screens.

(1) CC1=C(C(=O)OCc2ccccc2)C(c2cccc3ccccc23)NC(=O)N1CCCC(=O)O (stereo not drawn)
(2) Cc1ccc2c(c1)c1nc3ccccc3nc1n2C
(3) COc1ccc(Nc2ccccc2C(=O)O)cc1
(4) O=C(CCNC(=O)c1ccccc1Cl)NCCc1ccc(C(F)(F)F)cc1
(5) C=CCC[C@@H](Cc1ccc(F)cc1)C(=O)OC[C@@H](Cc1c[nH]c2ccccc12)NC(=O)[C@@H](CC=C)CC(=O)N[C@H](CO)Cc1ccccc1
(6) CCc1ccccc1NC(=O)CNC(=O)c1ccc(-n2cncn2)c([N+](=O)[O-])c1
Compound | 1 | 2 | 3 | 4 | 5 | 6
TSG101-PTAP inh | 0% | u | -6% | 2% | -3% | -3%
MBNL1 CUG block | x | 6% | -8% | -7% | x | x
Mito fusion act | -10% | -3% | -2% | 0% | x | -4%
a7 integrin act | -2% | 3% | 15% | -21% | -4% | 5%
S-ASM inh | 0% | -4% | -2% | -2% | -7% | x
TCR activator | 2% | 7% | -5% | 1% | 2% | 5%
Menin MLL FP TR | x | 12% | 14% | 1% | x | x
A-T KAP1 phos | 14% | -1% | 1% | -1% | -10% | -9%
TSHR antagonist | -6 | -15 | -24 | 1 | -18 | -15
CXXC DNA block | x | u | -3% | 28% | x | x

(7) CC(C)NC(=O)Nc1ccc2c(c1)C(=O)N([C@@H](C)CO)C[C@@H](C)[C@@H](CN(C)S(=O)(=O)c1ccc(F)cc1)O2
(8) Cc1ccc(C2=C(c3ccc([N+](=O)[O-])cc3)C(=O)OC2)cc1C
(9) Cc1ccc(S(=O)(=O)NC(N)=NCCc2ccc(Cl)cc2)cc1
(10) CCOC(=O)CSc1nc2cc(C)ccc2cc1C#N
(11) Cc1nccn1CC(=O)O
(12) CCCS(=O)(=O)N1CCC(CCOc2ccccc2)(C(=O)OCC)CC1
Compound | 7 | 8 | 9 | 10 | 11 | 12
TSG101-PTAP inh | -5% | 1% | -1% | -14% | -4% | -10%
MBNL1 CUG block | x | x | -12% | 3% | -5% | -4%
Mito fusion act | x | 15% | -2% | 4% | 1% | 5%
a7 integrin act | 25% | x | 16% | 37% | 15% | -333%[inhibitor]
S-ASM inh | 3% | -5% | -3% | -4% | -3% | -4%
TCR activator | -5% | 2% | 0%[46.1 µM] | 4% | 12% | 0%
Menin MLL FP TR | x | -1% | 11% | -19% | -6% | -21%
A-T KAP1 phos | 1% | -6% | 13% | 4% | -1% | 1%
TSHR antagonist | 7 | -6 | -3 | -13 | -7 | -15
CXXC DNA block | x | 28% | 0% | -10% | 0% | 2%

(13) C=CCn1c(CC(=O)Nc2cccc(OC)c2)nnc1SCC(=O)NC1CCCCC1
(14) CC(=O)C(/C=N/c1cc(-c2ccc(C)cc2)nn1-c1ccccc1)=C(\C)O
(15) COc1ccccc1OCC(=O)N/N=C/c1cccc2cccnc12
(16) O=C(N/N=C/c1cc(Br)c(O)c(Br)c1)c1cccnc1
(17) CCCCOCCCNC(=O)C1c2ccccc2Oc2ccccc21
(18) O=c1c2ccccc2c2ccccc2c(=O)n1-c1ccccc1
Compound | 13 | 14 | 15 | 16 | 17 | 18
TSG101-PTAP inh | -2% | 0% | 1% | 0% | 2% | -2%
MBNL1 CUG block | 3% | x | u | u | 1% | 2%
Mito fusion act | 0% | 3% | -3% | 13% | 5% | 3%
a7 integrin act | -15% | 19% | 14% | u | u | -23%
S-ASM inh | -1% | -17% | -2% | 8% | 3% | 2%
TCR activator | -2% | 0%[46.1 µM] | -10% | 9% | x | 5%
Menin MLL FP TR | -1% | -5% | x | u | 4% | -16%
A-T KAP1 phos | -4% | -2% | 2% | 1% | 3% | 13%
TSHR antagonist | 11 | 16 | -8 | -8 | 15 | -5
CXXC DNA block | 0% | -1% | -5% | 7% | 8% | 6%

(19) NC(=S)NNC(=O)C12CC3CC(CC(C3)C1)C2
(20) Cc1cc(=O)oc(C)c1C(=O)Nc1ccc(Cl)cn1
(21) OCCC1CN(Cc2cccn2-c2cccnc2)CCN1Cc1ccccc1 (stereo not drawn)
(22) Cc1ccc(NC(=O)CN2C(=O)S/C(=C\c3cc(C)n(-c4ccc(C(=O)O)cc4)c3C)C2=O)cc1
(23) CC12CCC(C(=O)NNc3ccc([N+](=O)[O-])cc3)(CC1=O)C2(C)C (stereo not drawn)
(24) COC(=O)C1CCN(C2=C(NS(=O)(=O)c3ccc(Cl)cc3)C(=O)c3ccccc3C2=O)CC1
Compound | 19 | 20 | 21 | 22 | 23 | 24
TSG101-PTAP inh | -2% | -4% | -6% | -5% | -5% | -5%
MBNL1 CUG block | -4% | -5% | -4% | 17% | -3% | u
Mito fusion act | -3% | 1% | 4% | -2% | 26% | 9%
a7 integrin act | -10% | 4% | -16% | 35% | 9% | -17%
S-ASM inh | 3% | 1% | 1% | 19% | -10% | -10%
TCR activator | 1%[46.1 µM] | 3% | -1% | x | 3%[46.1 µM] | 8%
Menin MLL FP TR | -13% | 13% | -14% | u | 8% | x
A-T KAP1 phos | -4% | -3% | -3% | -4% | -7% | -9%
TSHR antagonist | 4 | 4 | 0 | -9 | 39 | 3
CXXC DNA block | 3% | 2% | -4% | -9% | 6% | -12%

(25) O=C(CCCN1C(=O)C(c2ccccc2)Oc2cccnc21)NCc1ccc(F)cc1 (stereo not drawn)
(26) COc1ccccc1CC(=O)NCc1nn(-c2ccccc2)nc1C
(27) CC(=O)N1CCN(c2c(F)c(F)c(C(F)(F)F)c(F)c2F)CC1
(28) COc1cc(OC)c(OC)cc1CN1CCN(Cc2ccco2)CC1
(29) COc1cccc(C(=O)N(C)CC2CCN(CCc3cccc(C(F)(F)F)c3)CC2)c1
(30) COc1ccc2c(C)c(C(=O)NCC(C)O)oc2c1OC (stereo not drawn)
Compound | 25 | 26 | 27 | 28 | 29 | 30
TSG101-PTAP inh | -1% | -8% | -2% | -8% | 0% | 1%
MBNL1 CUG block | 1% | x | -7% | -2% | 0% | -6%
Mito fusion act | 6% | 0% | 1% | -1% | -3% | 1%
a7 integrin act | -17% | 2% | 12% | -7% | -20% | -1%
S-ASM inh | -1% | 3% | 1% | 1% | 9% | 3%
TCR activator | 2% | -5% | 3% | -2% | 2% | 2%
Menin MLL FP TR | -20% | x | u | 1% | 2% | u
A-T KAP1 phos | 4% | 5% | 4% | 4% | 1% | 1%
TSHR antagonist | -6 | 1 | 4 | -4 | 2 | 0
CXXC DNA block | 1% | -5% | 5% | -3% | 1% | 1%

3 of the entries above in order of the Menin MLL FP TR value, largest number first:
# | Structure | Menin MLL FP TR
29 | COc1cccc(C(=O)N(C)CC2CCN(CCc3cccc(C(F)(F)F)c3)CC2)c1 | 2%
28 | COc1cc(OC)c(OC)cc1CN1CCN(Cc2ccco2)CC1 | 1%
25 | O=C(CCCN1C(=O)C(c2ccccc2)Oc2cccnc21)NCc1ccc(F)cc1 (stereo not drawn) | -20%

Later entries:
(31) CON(C)S(=O)(=O)c1ccc2c(c1)N(Cc1ccc(C)cc1)C(=O)C1CCCN21 (stereo not drawn)
(32) CC1CCN(C(=O)C2CCN(C(=O)c3cc4sccc4n3Cc3ccc(F)cc3)CC2)CC1
(33) S=C(c1cccs1)N1CCN(c2ccccc2)CC1
(34) O=C1NN=C(c2ccc(Br)cc2)CC1c1ccc(Cl)cc1 (stereo not drawn)
(35) COc1cc(CN2CCC(C(=O)NC3CCCC3)CC2)ccc1O
(36) COc1ccccc1OCC(=O)Nc1ccc(S(=O)(=O)NC(C)=O)cc1
(37) O=C(CCN1C(=O)S/C(=C\c2ccc(F)cc2)C1=O)Nc1ccc(O)cc1C(=O)O
Compound | 31 | 32 | 33 | 34 | 35 | 36 | 37
TSG101-PTAP inh | -5% | -3% | -4% | -7% | -1% | -4% | 0%
MBNL1 CUG block | 44%[activator] | 4% | x | 14% | 4% | 0% | 9%
Mito fusion act | -2% | 29% | x | -12% | -2% | 3% | -4%
a7 integrin act | 5% | -2% | 11% | 2% | -3% | 15% | u
S-ASM inh | 6% | -2% | -2% | -12% | 3% | -2% | 8%
TCR activator | x | x | 4% | 2% | 7% | 8% | 10%
Menin MLL FP TR | -10% | 5% | x | 2% | -15% | -1% | x
A-T KAP1 phos | 3% | 0% | x | 5% | 6% | -6% | 26%
TSHR antagonist | -4 | -5 | x | -14 | -7 | -10 | -3
CXXC DNA block | u | -4% | x | -4% | 5% | -1% | -1%

Screening results deposited in PubChem by National Center for Advancing Translational Sciences (NCATS).
